Screening data as filed in PubChem.
HIF act: HIF pathway transcriptional activation; U2OS HRE-luciferase reporter, luminescence; normalized: DMSO 0%, desferrioxamine 100%; AID 1910; activation, % at 7.5 µM (by protocol); actives 0.32% (n = 300,000);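 active = mean activation of at least 10% of the iron chelator positive control signal, with at least half of replicates also reaching 10%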
TRPC6 act: mouse TRPC6 channel activation. HEK293-TRPC6 membrane potential dye fluorescence; stronger effect = higher value. B-score at 10 µM. actives 0.13% (n = 310,000). AID 2550;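 active = B-score of the integrated fluorescence ratio above library mean plus 3 SD, and starting fluorescence ratio within library mean plus 5 SD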;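 note: higher score means more depolarization so channel activation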
RGS4 pot: potentiators or activators of RGS4 | HEK293 M3R/inducible RGS4, carbachol calcium flux Fluo4; stronger effect = lower value | B-score at 10 µM | actives 0.92% (n = 310,000) | AID 463111;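 active = B-score of the integrated calcium signal more than 4 SD below the library mean, with starting fluorescence not abnormally high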;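 note: negative B-score means reduced calcium response which marks RGS4 activation or potentiation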
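System: HEK293 FlpIn-TREx cells, stable M3R, doxycycline-inducible RGS4. Timing: overnight RGS4 induction, 30 min dye load 37 °C, 20 min compound RT. Also added: carbachol, ECmax concentration. Measured by: Fluo4 fluorescence kinetic imaging of calcium. Evaluation: integrated calcium ratio converted to B score.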
SKKanGAS inh: blocks kanamycin growth of S. pyogenes SKKanGAS strain | actives 1.3% (n = 300,000) | AID 1662 | BacTiter-Glo, 6 h | inhibition, % at 7.5 µM;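 active = mean replicate score, as percent of positive control median, at least 50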;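 note: strain carries kanamycin resistance gene driven by streptokinase promoter and grows in 40 µg/ml kanamycin; loss of luminescence reflects streptokinase promoter inhibition or plain growth inhibition; 0% = median of DMSO wells and 100% = positive control at its reference dose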
MrgX1 ag: human MrgX1 receptor agonism, primary screen | actives 0.44% (n = 310,000) | MrgX1-HEK293 cells, Fluo-4 calcium fluorescence, agonist mode; stronger effect = higher value | AID 588627 | B-score at 10 µM | Q96LB2;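 active = calcium response B-score plate-corrected fluorescence ratio at least 3 library SD, with starting fluorescence B-score inside 5 SD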
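Material: HEK293 cells stably expressing human MrgX1 receptor | Quantity: 15,000 cells per well | Times: Cells plated overnight, dye loaded 0.5 h 37 °C, 0.5 h room temperature | Measured by: Kinetic Fluo-4 NW fluorescence of intracellular calcium | Control set: Positive and negative controls per plate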
TRPC4 inh: blocks the mouse TRPC4 cation channel. Q9QUQ5. HEK293 TRPC4beta/mu-opioid, DAMGO-evoked Fluo4 calcium flux; stronger effect = lower value. B-score at 10 µM. actives 0.39% (n = 300,000). AID 2247;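 active = B-score over 3 SD under the library average, no early fluorescence shift, positive overall ratio signal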
Target sequence (Q9QUQ5 whole entry, looked up): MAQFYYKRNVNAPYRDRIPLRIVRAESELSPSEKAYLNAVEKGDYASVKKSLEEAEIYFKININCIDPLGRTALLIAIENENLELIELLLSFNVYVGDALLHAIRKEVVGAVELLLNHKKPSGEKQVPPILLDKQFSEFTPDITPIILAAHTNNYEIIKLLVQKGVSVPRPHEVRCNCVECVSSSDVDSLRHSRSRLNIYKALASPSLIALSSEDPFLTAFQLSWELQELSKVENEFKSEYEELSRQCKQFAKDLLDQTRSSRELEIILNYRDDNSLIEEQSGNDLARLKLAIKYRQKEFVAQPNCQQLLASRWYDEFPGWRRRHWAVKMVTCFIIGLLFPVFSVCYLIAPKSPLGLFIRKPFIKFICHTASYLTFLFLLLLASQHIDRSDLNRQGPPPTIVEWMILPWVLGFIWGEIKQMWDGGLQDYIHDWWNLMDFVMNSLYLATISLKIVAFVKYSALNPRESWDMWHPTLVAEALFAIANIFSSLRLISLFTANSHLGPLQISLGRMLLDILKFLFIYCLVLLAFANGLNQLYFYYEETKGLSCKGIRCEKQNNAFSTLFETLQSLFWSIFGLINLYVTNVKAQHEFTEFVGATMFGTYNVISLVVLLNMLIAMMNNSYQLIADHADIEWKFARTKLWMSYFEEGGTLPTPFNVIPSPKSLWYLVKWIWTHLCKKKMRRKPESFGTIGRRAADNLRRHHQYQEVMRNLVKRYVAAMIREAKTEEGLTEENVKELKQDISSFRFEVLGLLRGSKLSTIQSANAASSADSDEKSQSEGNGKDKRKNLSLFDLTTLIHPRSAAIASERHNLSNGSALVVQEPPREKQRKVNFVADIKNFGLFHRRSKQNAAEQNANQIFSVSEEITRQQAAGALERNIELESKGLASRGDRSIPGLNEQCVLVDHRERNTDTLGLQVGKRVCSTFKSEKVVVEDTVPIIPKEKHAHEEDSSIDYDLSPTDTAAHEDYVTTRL
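Material: HEK293 cells with stable TRPC4beta plus mu-opioid receptor expression; probe or stimulus: DAMGO in two steps, submaximal then maximal; technique: Fluo4 calcium fluorescence by kinetic imaging, 5 s 1 Hz baseline; measure: integrated fluorescence ratio relative to baseline, converted to per-well B score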
RGS4 block: human RGS4 inhibition | P49798 | HEK293 M3R/RGS4 inducible, Fluo-4 calcium flux; stronger effect = higher value; triggered by carbachol at its EC20 | B-score at 10 µM | actives 0.45% (n = 310,000) | AID 463165;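 active = B-score, a plate-corrected calcium signal, over three deviations above library mean, with baseline fluorescence within five deviations of library mean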;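 note: RGS4 expression induced by doxycycline in cells with stable M3 receptor; B-score is computed from the integrated fluorescence ratio over baseline after carbachol; higher B-score means a larger calcium signal and so more RGS4 inhibition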
MrgX1 allo act: human MrgX1 positive allosteric modulation, primary screen | actives 0.63% (n = 310,000) | B-score at 10 µM | MrgX1-HEK293, Fluo-4 calcium flux, FDSS; stronger effect = higher value | AID 588675;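 active = plate-corrected calcium response at least 3 library SD above typical, normal starting fluorescence, not activating the receptor alone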;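 note: compound read alongside a low EC10 to EC30 dose of BAM8-22 agonist; peak minus trough fluorescence over baseline measured at the second addition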
MrgX1 antag: blocks BAM8-22 activation of human MrgX1 receptor. MRGX1-HEK293 calcium flux, Fluo-4, BAM8-22 antagonism; stronger effect = lower value. actives 1.3% (n = 310,000). AID 588676. B-score at 10 µM. Q96LB2;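 active = calcium-response B-score plate-corrected more than 3 library SD below zero, starting fluorescence within 5 deviations, no agonist response on first addition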;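 note: peak minus trough fluorescence over baseline after final BAM8-22 challenge near maximal dose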
TRPC6 inhibitor: inhibitors of mouse TRPC6 channel; B-score at 10 µM; actives 1.1% (n = 310,000); AID 2553; Q61143; HEK293-TRPC6, membrane potential dye, ACh-evoked depolarization; stronger effect = lower value;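 active = B-score under library mean minus 3 SD, initial fluorescence not abnormally high, positive integrated signal ratio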;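 note: B-score derived from integrated fluorescence ratio over the kinetic read; more negative B-score means stronger inhibition of depolarization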
Platelet DG rel: modulates dense granule release in human platelets; human platelet-rich plasma, SFLLRN dense granule ATP release, luminescence; inhibition, %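 (compounds screened at 7.5 µM in platelet-rich plasma)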; actives 0.22% (n = 300,000); AID 1663;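 active = mean replicate score, as percent of positive control, at or above 50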
Starred values were filed as active, the others as inactive; i = inactive; · = not tested or not shown.

SMILES	HIF act	TRPC6 act	RGS4 pot	SKKanGAS inh	MrgX1 ag	TRPC4 inh	RGS4 block	MrgX1 allo act	MrgX1 antag	TRPC6 inhibitor	Platelet DG rel
COc1ccc(N2CCN(C(=O)CSc3nnc4n3C(C)(C)Cc3ccccc3-4)CC2)cc1	-0.1	i	i	-4.0	i	i	i	i	i	i	-3.2
O=C(Nc1cccc(NC(=O)c2ccc(Br)o2)n1)c1ccc(Br)o1	0.1	i	i	-11.1	i	i	i	i	i	-6.32*	-6.3
O=C(Nc1cccc(Cl)c1N1CCCCC1)c1ccc(N2CCOCC2)c([N+](=O)[O-])c1	0.0	i	i	-1.5	i	i	i	i	i	i	-14.9
COc1ccc(-n2ncc3c2CC(C)(C)CC3NC(=O)c2cnc(C)cn2)cc1 (centres undefined)	0.4	i	i	-3.4	i	i	i	i	i	i	6.5
CS(=O)(=O)N1CCC(C(=O)N2CCN(c3ccc(F)cc3)CC2)CC1	0.5	i	i	-3.0	i	i	i	i	i	i	-2.7
CC(C)(C)NC(=O)CSCc1c(Cl)cccc1Cl	2.2	i	i	-0.6	i	i	i	i	i	i	-4.8
CCCCNC(=O)/C=C1\Sc2ccccc2NC1=O	0.3	i	i	-2.9	i	i	i	i	i	i	8.5
CCN(CCNC(=O)Cn1c(=O)sc2ccccc21)c1ccccc1	-0.1	i	i	-3.4	i	i	i	i	i	i	2.6
O=C(COc1ccc(Cl)cc1)Nc1nc(-c2ccncc2)cs1	-0.5	i	i	-15.7	i	i	i	i	i	i	23.0
CCOC(=O)C1CCCN(C(=O)Cc2ccc(C)cc2)C1 (centres undefined)	-1.0	i	i	0.4	i	i	i	i	i	i	4.4
Cc1ccc(C)c(NC(=S)N2CCC(N(C)CC3CCCO3)CC2)c1 (centres undefined)	-0.2	i	i	-0.6	i	i	i	i	i	i	2.2
O=C(Nc1ccc(C(=O)NCc2ccccc2Cl)cc1)C1=CSCCO1	0.9	i	i	-3.2	i	i	i	i	i	i	-12.0
S=c1[nH]c2cc(-c3ccccc3)ccc2o1	-24.8	i	i	26.8	i	i	i	i	i	i	-6.3
S=C1SCN(Cc2cccnc2)CN1Cc1ccccc1	-0.1	i	i	4.1	i	i	i	i	i	i	0.7
CC(=O)OC1=Cc2c(ccc3ccc(=O)oc23)OC1(C)C	-0.3	i	i	-16.6	i	i	i	i	i	i	-24.6
COc1ccc(NC(=O)c2cccs2)cc1OC	0.9	i	i	-2.1	i	i	i	i	i	i	3.4
O=C(O)COc1ccccc1/C=C1\SC(=S)N(c2cccnc2)C1=O	-0.5	i	i	1.5	i	i	i	i	i	i	1.8
COc1ccc(-c2nc3ccccc3c(=O)n2N)cc1	0.6	i	i	0.1	i	i	i	i	i	i	-2.1
CNC(=O)c1sc(-c2ccccc2)nc1C	0.4	i	i	-1.3	i	i	i	i	i	i	-22.3
Cc1ccc(-c2n[nH]c(=S)nc2-c2ccc(C)cc2)cc1	-1.0	i	i	0.6	i	i	i	i	i	i	2.5
Cc1ccc(C(=O)N/C(=C/c2ccc(-c3cccc([N+](=O)[O-])c3)o2)C(=O)NC(C)(C)C)cc1	0.4	i	i	12.5	i	i	i	i	i	i	4.8
CC(C)NC(=O)Cn1c(=O)cnc2ccccc21	0.3	i	i	-1.2	i	i	i	i	i	i	9.9
c1ccc(-c2ccc(-n3ccnc3)cc2)cc1	·	i	i	-0.4	i	i	i	i	i	i	3.4
Cc1ccccc1OCCn1cc(C(=O)C(=O)N2CCOCC2)c2ccccc21	0.6	i	i	2.8	i	i	i	i	i	i	1.6
Cc1ccccc1C(=O)c1c[nH]c(C(N)=O)c1	0.3	i	i	-2.7	i	i	i	i	i	i	-3.9
CCC(C)c1ccc(NC(=O)COC(=O)C2=COCCO2)cc1 (centres undefined)	0.8	i	i	-1.6	i	i	i	i	i	i	-2.6
O=C1CCC(C(=O)N2CCN(c3cnccn3)CC2)CN1CCc1ccc(Cl)cc1 (centres undefined)	-0.8	i	i	-2.8	·	i	i	·	·	i	1.0
Nc1cccc(N2C(=O)c3cccc4c(N)ccc(c34)C2=O)c1	-0.6	i	i	16.7	i	i	i	i	i	i	-2.1
COc1ccc(Sc2nc(-c3ccccn3)ncc2OC)cc1	0.3	i	i	10.5	i	i	i	i	i	-6.1*	0.2
COC(=O)c1ccc2nc(-c3cccc(N)c3)cn2c1	-0.7	i	i	0.1	i	i	i	i	i	i	13.8
O=C(NC1CCCC1)C(c1ccccn1)N(C(=O)c1csnn1)c1ccccc1 (centres undefined)	0.4	i	i	0.3	i	i	i	i	i	i	10.6
COc1ccc2c(c1)O/C(=C\c1sccc1C)C2=O	5.3	i	i	2.4	i	i	i	i	i	i	9.0
CCCSc1nc2sc3c(c2c(=O)[nH]1)CCN(Cc1ccccc1)C3	-0.1	i	i	15.3	i	i	i	i	i	i	3.5
CCN1CCOC(CC(=O)Nc2ccc([N+](=O)[O-])cc2)C1=O (centres undefined)	-0.5	i	i	3.3	i	i	i	i	i	i	1.7
CC(=O)OC(C(=O)NC1CCCCC1)c1ccc(C)cc1 (centres undefined)	0.2	i	i	0.2	i	i	i	i	i	i	-1.3
NC(=S)N/N=C/c1ccc(-c2cccc([N+](=O)[O-])c2)o1	-0.1	i	i	-2.5	i	i	i	i	i	i	1.7
CCCCCC(=O)NNC(=S)NC(C)=O	0.4	i	i	8.7	i	i	i	i	i	i	0.3
COCCNC(=O)c1c(CSc2ccc(Cl)cc2)noc1C(=O)NCc1ccccc1	-0.3	i	i	25.3	i	·	i	i	i	i	-1.0
CN(C)c1ccc(S(=O)(=O)N(C)C)cc1[N+](=O)[O-]	0.0	i	i	-0.9	i	i	i	i	i	i	-8.3
COc1ccc(-n2nnnc2SCC(=O)c2ccc(OC)c(OC)c2)cc1	-0.5	i	i	5.4	i	i	i	i	i	i	1.3
Clc1ccc2[nH]c(-c3ccccc3)cc2c1	·	i	i	14.2	i	i	i	i	i	i	·
CCN(CC)P1(=O)OC(c2cc(OC)c(OC)c(OC)c2)=Nc2c1c(C)nn2-c1ccccc1 (centres undefined)	0.6	i	i	2.6	i	i	i	i	i	i	5.7
O=C(Nc1cccc(Cl)c1)C1COc2ccccc2O1 (centres undefined)	3.2	i	i	-0.6	i	i	i	i	i	i	4.2
CC(=O)C1=C(O)C(=O)N(CCC(=O)O)C1c1ccccc1[N+](=O)[O-] (centres undefined)	-0.2	i	i	4.4	i	i	i	i	i	i	-6.5
CC(C)(C)NC(=O)C(c1cccs1)N(C(=O)C(=O)NC1CCCC1)c1ccccc1F (centres undefined)	-0.1	i	i	-3.6	i	i	i	i	i	i	3.8
O=C(CSc1nc(-c2ccccc2)ns1)NCC1CCCO1 (centres undefined)	1.1	i	i	3.7	i	i	i	i	i	i	-12.1
COc1cccc(C(=O)NC2CCCc3ccccc32)c1OC (centres undefined)	0.0	i	i	4.6	i	i	i	i	i	i	11.4
Cc1ccc(C(C)n2cc(C(=O)NCc3ccccn3)nn2)cc1 (centres undefined)	0.0	i	i	-5.8	i	i	i	i	i	i	-4.6
Cc1ccc(-c2nc(NC(=O)CSc3cc(C)c4ccccc4n3)ns2)cc1	0.1	i	i	-7.2	i	i	i	i	i	i	3.4
COc1cc(NS(=O)(=O)c2ccc(NC(=O)COc3ccccc3C)cc2)nc(OC)n1	·	i	i	15.3	i	i	i	i	i	i	2.3
Cc1ccc(S(=O)(=O)N2CCCC2C(=O)Nc2ccc(O)cc2)cc1 (centres undefined)	-0.1	i	i	-11.5	i	i	i	i	i	i	0.9
O=C(Cc1cccs1)N1CCN(c2nc(-c3ccc(Cl)cc3)cs2)CC1	-0.4	i	i	13.3	i	i	i	i	i	i	7.1
Cc1ccc(/C=C/C2=NN(Cc3ccc(Cl)c(Cl)c3)C(=O)CC2)cc1	0.0	i	i	53.6*	i	i	i	i	i	i	8.1
Cc1cc(C)c2c(n1)sc1c(=O)n(Cc3ccccc3Cl)nnc12	·	i	i	-5.2	·	i	i	·	·	i	·
Cc1csc(NC(=O)c2ccc(OCC3CCCO3)cc2)n1 (centres undefined)	-1.0	i	i	0.2	i	i	i	i	i	i	11.3
OCCC1CN(Cc2ccccc2-c2ccco2)CCN1C1CCCC1 (centres undefined)	-0.4	i	i	-5.7	i	i	i	i	i	i	-2.8
Cc1ccc(N2C(=O)CSC2c2cccs2)cc1 (centres undefined)	-0.3	i	i	-1.8	i	i	i	i	i	i	7.3
Cc1ccc(S(=O)(=O)N2CCCC2)cc1C(=O)NCc1ccccn1	0.2	i	i	5.7	i	i	i	i	i	i	-3.0
COc1ccc(C(=O)NCCSC2CCCCC2)cc1	2.0	i	i	-9.0	i	i	i	i	i	i	-44.7
COC(=O)c1ccccc1OS(=O)(=O)N(C)C	-0.2	i	i	10.6	i	i	i	i	i	i	7.1

The results go on.
SMILES	HIF act	TRPC6 act	RGS4 pot	SKKanGAS inh	MrgX1 ag	TRPC4 inh	RGS4 block	MrgX1 allo act	MrgX1 antag	TRPC6 inhibitor	Platelet DG rel
CCCN(Cc1cc2cc(C)ccc2[nH]c1=O)C(=O)c1ccccn1	0.4	i	i	-10.5	i	i	i	i	i	i	-6.9
CC/C(=C\C(=O)c1cccnc1)Nc1ccc(C)c(C)c1	1.2	i	i	0.4	i	i	i	8.67*	i	i	-4.3
COc1ccc(OC)c(C(C)NC(=O)C23CC4CC(CC(C4)C2)C3)c1 (centres undefined)	0.0	i	i	-7.2	i	i	i	i	i	i	-6.6
CCOC(=O)CC1=NN(c2ccccc2)C(=O)/C1=C\c1ccc(N(C)C)cc1	0.0	i	i	-1.5	i	i	i	i	i	i	-3.1
CSc1nc(NC(C)(C)C)nc(Oc2ccc(=O)[nH]n2)n1	-1.1	i	i	-1.4	i	i	i	i	i	i	-1.1
O=C(O)c1cc(-c2ccco2)nc2cc3ccccc3cc12	0.3	i	i	0.2	i	i	i	i	i	i	1.7
CCOC(=O)N1CCN(C(=O)c2cn(C)c3ccc(S(=O)(=O)N4CCOCC4)cc3c2=O)CC1	-0.7	i	i	-2.7	i	i	i	i	i	i	4.8
